Screens (PubChem BioAssay)
SENP7 block = SENP7 protease inhibitors, primary screen, biochemical, luminescence, uHTS; AID 434973, 2010; Sentrin-specific protease 7 (Homo sapiens), Q9BQF6; recombinant SENP7, Z-RLRGG-aminoluciferin luminescence, 40 min; inhibition, % at 5 µM; 330,000 compounds, 1.5% hits;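 active = inhibition above about 50% at the single test dose, limit read from the data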;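 also: plate controls were DMSO with enzyme for no effect and no enzyme buffer wells for full effect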
SENP6 block = SENP6 protease inhibitors, primary screen, biochemical, luminescence, uHTS | Recombinant SENP6 catalytic domain, aminoluciferin luminescence | 330,000 compounds, 1.8% hits | Sentrin-specific protease 6 (Homo sapiens), Q9GZR1 | AID 2599, 2010 | inhibition, % at 10 µM;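 active = inhibition above about 50% at the single tested dose, limit read from the data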;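 also: plate controls were DMSO wells with enzyme for no effect and DMSO wells lacking enzyme for full effect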
Target sequence (Q9GZR1 628-1112 limits assumed): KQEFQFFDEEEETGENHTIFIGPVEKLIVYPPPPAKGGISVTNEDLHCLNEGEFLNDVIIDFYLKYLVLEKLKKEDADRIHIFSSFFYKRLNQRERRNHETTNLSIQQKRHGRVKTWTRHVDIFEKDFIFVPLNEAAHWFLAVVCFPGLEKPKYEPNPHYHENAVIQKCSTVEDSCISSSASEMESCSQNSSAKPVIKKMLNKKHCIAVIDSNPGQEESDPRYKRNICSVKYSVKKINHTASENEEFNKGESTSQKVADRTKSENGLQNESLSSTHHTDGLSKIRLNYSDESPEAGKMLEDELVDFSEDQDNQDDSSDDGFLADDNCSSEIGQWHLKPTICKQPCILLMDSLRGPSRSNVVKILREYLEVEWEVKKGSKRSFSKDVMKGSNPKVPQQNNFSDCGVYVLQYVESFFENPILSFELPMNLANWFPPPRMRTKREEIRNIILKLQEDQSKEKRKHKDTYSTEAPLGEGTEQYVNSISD
beta cell repl = inducers of MIN6 beta-cell proliferation, primary screen, ATP luminescence, uHTS | MIN6 cells proliferation, ATPlite luminescence, 48 h; cells starved in 0.2% serum; 100% = growth in 10% serum | proliferation, % at 10 µM | 330,000 compounds, 0.29% hits;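 active = compounds whose signal lies at least 3.5 SD above the mean of all wells on their plate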;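 also: 0% = DMSO-treated cells in low-serum medium and 100% = 10% serum control; some compounds called inactive have numbers as strong as hits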
SENP8 block-1 = SENP8 protease inhibitors, primary screen, biochemical, luminescence; purified SENP8, Z-RLRGG-aminoluciferin cleavage; inhibition, % at 10 µM; 330,000 compounds, 1.2% hits; AID 2540, 2010; in the data active = inhibition above about 50%
Target sequence (Q96LD8 whole entry, looked up): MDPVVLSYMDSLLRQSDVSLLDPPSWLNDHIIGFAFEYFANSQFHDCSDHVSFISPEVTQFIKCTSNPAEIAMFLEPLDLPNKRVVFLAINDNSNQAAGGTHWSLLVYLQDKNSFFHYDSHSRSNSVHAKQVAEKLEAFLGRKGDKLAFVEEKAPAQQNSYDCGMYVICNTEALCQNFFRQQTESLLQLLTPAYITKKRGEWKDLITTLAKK
SENP1 inh = human SENP1 catalytic domain inhibitors, primary screen, biochemical, FRET, uHTS | recombinant SENP1 catalytic domain, CyPet-SUMO1-YPet FRET cleavage | inhibition, % at 10 µM | Sentrin-specific protease 1 (Homo sapiens), Q9P0U3 | 360,000 compounds, 0.21% hits;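 active = inhibition at least 30% at 10 µM, raw YFP signal under a set limit, fluorescence ratio 0.5 to 1.5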;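 also: 0% = enzyme with DMSO and 100% = no enzyme wells; some results filed as inactive read as strong as hits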
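System: Recombinant human SENP1 catalytic domain, His6-tagged | Incubation: Enzyme reaction for 50 min at room temperature, dark | Medium: Tris pH 8 with BME, BSA, NP40 and catalase | Also added: 25 nM SUMO1 FRET substrate | Compound: 10 µM single point, 0.5% DMSO | Measured by: FRET fluorescence in CFP and YFP emission channels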
HKDC1 inh = HKDC1 hexokinase inhibitors, primary screen, biochemical, fluorescence, uHTS; recombinant HKDC1, G6PDH/diaphorase resazurin coupled fluorescence; 340,000 compounds, 0.16% hits; Q2TB90; inhibition, % at 20 µM;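 active = inhibition above about 35% when tested at 20 µM, limit read from the data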;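 also: plate controls were DMSO wells with enzyme for no effect and DMSO wells lacking enzyme for full effect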
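Test system: recombinant HKDC1 (HK5) hexokinase enzyme, produced in-house; Amount: enzyme 5 µg/mL final; Buffer or medium: Tris pH 8.0 buffer with MgCl2, Tween-20, BSA, BME; Reagent: glucose and ATP substrates; Doses: 20 µM test compound, 1% DMSO; Incubation: 90 min reaction incubation at room temperature, dark; Detection: resorufin fluorescence at 613 nm.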
SENP8 block-2 = human SENP8 protease inhibitors, primary screen, biochemical, fluorescence, Nedd8 protein substrate, uHTS; inhibition, % at 20 µM; Sentrin-specific protease 8 (Homo sapiens), Q96LD8; AID 602440, 2012; 360,000 compounds, 0.64% hits; recombinant SENP8; in the data active = inhibition mostly above about 40%, no sharp cut-off; inactive = mostly below about 27%
PfG6PD inh = PfG6PD enzyme inhibitors, primary screen, biochemical, fluorescence intensity, uHTS; inhibition, % at 20 µM; 350,000 compounds, 0.78% hits; PfGluPho enzyme, NADPH resazurin-diaphorase fluorescence;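 active = inhibition reaching at least a set limit at 20 µM in the primary screen, cut at about 59% in these data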;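 also: 0% = DMSO wells with substrate and 100% = DMSO wells lacking glucose-6-phosphate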
UBC13 inh = UBC13 polyubiquitin chain formation inhibitors, primary screen, biochemical, TR-FRET, uHTS; Ubiquitin-conjugating enzyme E2 N (Homo sapiens), P61088; inhibition, % at 20 µM; 330,000 compounds, 0.47% hits; in the data active = inhibition above about 45%, passing the limit was not always enough
Target sequence (P61088 whole entry, looked up): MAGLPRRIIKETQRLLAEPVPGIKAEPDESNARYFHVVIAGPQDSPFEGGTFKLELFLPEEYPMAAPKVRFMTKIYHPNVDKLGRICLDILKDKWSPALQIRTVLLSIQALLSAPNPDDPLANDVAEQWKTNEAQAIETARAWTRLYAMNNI
* hit, by the source's call; . = not tested or not shown.

The opening 5 entries, to show the layout:
SMILES	SENP7 block	SENP6 block	beta cell repl	SENP8 block-1	SENP1 inh	HKDC1 inh	SENP8 block-2	PfG6PD inh	UBC13 inh
Cc1ccc2occ(/C=N/NC(=O)c3ccc(Cl)cc3)c(=O)c2c1	0	-7	3	8	2	-1	-26	7	-4
CC(=O)N1CCOc2ccc(S(=O)(=O)NCc3ccc(F)cc3)cc21	1	-20	8	-1	-3	-1	9	9	3
Cc1nc(NC(=S)NC(=O)COc2ccc(Cl)cc2)ccc1Br	-5	-2	0	1	2	-9	12	-14	0
O=C(c1cccn2c(=O)c3ccccc3nc12)N1CCN(c2ccccn2)CC1	2	1	2	3	-25	1	-245	1	10
O=C(c1ccc(F)cc1)C1CCN(C(=O)c2ccc(Cl)cc2)CC1	.	.	.	.	1	8	-3	-7	.

Results, previewed entries included:
SMILES	SENP7 block	SENP6 block	beta cell repl	SENP8 block-1	SENP1 inh	HKDC1 inh	SENP8 block-2	PfG6PD inh	UBC13 inh
Cc1ccc2occ(/C=N/NC(=O)c3ccc(Cl)cc3)c(=O)c2c1	0	-7	3	8	2	-1	-26	7	-4
CC(=O)N1CCOc2ccc(S(=O)(=O)NCc3ccc(F)cc3)cc21	1	-20	8	-1	-3	-1	9	9	3
Cc1nc(NC(=S)NC(=O)COc2ccc(Cl)cc2)ccc1Br	-5	-2	0	1	2	-9	12	-14	0
O=C(c1cccn2c(=O)c3ccccc3nc12)N1CCN(c2ccccn2)CC1	2	1	2	3	-25	1	-245	1	10
O=C(c1ccc(F)cc1)C1CCN(C(=O)c2ccc(Cl)cc2)CC1	.	.	.	.	1	8	-3	-7	.
COCCN(C(=S)Nc1cccc(Cl)c1C)C(C)c1ccco1 (stereo not drawn)	4	0	-3	3	1	-4	30	0	-3
Cc1cc2c(ncn2Cc2ccccc2)c(N)c1C	5	3	0	-2	3	-1	-1	35	0
CCOC(=O)CCCn1ccc2cc(S(=O)(=O)N3CCCC3)ccc21	2	-11	2	9	-2	-2	6	4	-4
C=CCn1c(-c2ccccc2)nc(=S)c2c1CCCC2	-2	0	-3	-5	3	-3	38	17	43
Cc1ccc(-c2cc(C(=O)N3CC(C)CC(C)C3)c3ccccc3n2)o1 (stereo not drawn)	-1	2	0	9	-3	4	-309	16	10
COc1cc(C(=O)Nc2nnc(S(=O)(=O)N3CCCCCC3)s2)cc(OC)c1OC	-1	8	-5	10	-4	1	-239	-24	2
CCc1ccc2nc(N3CCN(C)CC3)c(C#N)cc2c1	-6	-7	-2	4	-63	-2	-207	11	-6
Cc1ccc(NC(=O)Cn2cc(S(=O)(=O)c3ccc(F)cc3)c(=O)c3cc(F)ccc32)cc1	3	0	-3	2	3	-6	15	-10	-5
O=C1CC/C=C\C[C@@H](CC(=O)N(CCO)Cc2ccccc2)C(=O)NCCO1	3	6	-2	3	3	-8	20	-15	4
CC(C)OP(=O)(OC(C)C)C1(NS(=O)(=O)c2ccc(Cl)cc2)C=C(Cl)C(=O)C(Cl)=C1	-3	3	-3	-1	-2	10	0	-14	-20
CCc1ccccc1NC(=O)c1ccc(NS(C)(=O)=O)cc1	0	-6	-2	2	2	-8	0	-6	-2
CC(=O)N1CC(C(=O)Nc2ccc3c(c2)OCO3)Oc2ccccc21 (stereo not drawn)	-10	-14	-2	-7	-6	7	14	28	-16
COc1ccccc1NC(=O)Cn1cnc2c(nc3n2CCCCC3)c1=O	4	-11	3	-4	1	-2	14	9	4
O=C(CSc1nncc(=O)[nH]1)NCc1ccccc1	-3	-11	-2	-2	1	-12	8	5	3
CCOC(=O)N1CCC(NC(=O)c2ccc3c(Cl)c4c(nc3c2)CCCC4)CC1	-17	-6	-6	-12	-1	1	5	18	-4
COc1ccccc1CNC(=O)CCC(=O)Nc1nnc(C(C)C)s1	-7	-12	-3	-12	-4	-4	2	-6	-9
Cc1ccc(CNC(=O)C(c2ccccc2)c2ccccc2)cc1	-2	-3	-3	-5	-4	-2	5	0	1
CC(C)(C)OC(=O)N1CCC(Cc2cc(-c3cccc(Br)c3)no2)(C(=O)O)CC1	-11	6	-6	-7	0	-1	-2	-21	-30
CC(=O)N1N=C(c2ccc(Cl)cc2)OC1c1ccc(C(C)C)cc1 (stereo not drawn)	13	-7	-5	0	1	-1	-15	-7	-1
O=C(Cn1cnc2ccccc21)NC(c1ccccc1)c1ccccc1	-1	-3	-4	5	1	5	8	-15	14
Cc1cc(C(=O)N/N=C/c2cccc(Cl)c2Cl)no1	-13	-7	-2	-28	1	-2	27	1	-1
O=C(C/C=N\OCc1ccc([N+](=O)[O-])cc1)Nc1ccc(Br)cc1	-12	5	-2	-2	1	-6	6	23	0
COc1ccccc1CN1CCNC(=O)C1CC(=O)NC1Cc2ccccc2C1 (stereo not drawn)	-5	13	-4	2	-10	-7	-60	-7	1
Cc1cc(NC(=O)c2cc3nc(C4CC4)cc(C(F)(F)F)n3n2)no1	5	13	1	6	-3	-3	-102	6	7
CC(C)(C)c1ccc(C(CC(=O)O)NC(=O)CCCc2ccccc2)cc1 (stereo not drawn)	-2	16	3	4	1	-8	-2	-8	-3
CC(C)OC(=O)CSc1n[nH]c(-c2cccnc2)n1	-3	-12	-3	-4	3	-2	2	-21	-4
CC(C)Sc1nc2ccccc2c(=O)[nH]1	-1	2	1	0	-11	1	4	-6	13
COc1ccc(NCC(=O)N/N=C/C(C)c2ccccc2)cc1 (stereo not drawn)	-2	-26	-2	-7	-1	0	26	3	-7
COc1cc(C)nc2nc(SCc3ccccc3)nn12	4	-19	0	-5	-2	-2	8	-3	2
COc1cc(OC)c(OC)cc1CCC(C)NC(=O)Cc1ccccc1 (stereo not drawn)	3	2	-2	6	0	5	10	-11	4
Cc1ccc(-n2nnnc2SCC(=O)c2c(N)n(C3CC3)c(=O)[nH]c2=O)cc1C	12	-1	-2	5	-6	-4	3	3	-2
Cc1cccc(NC(=O)CN2C(=O)N/C(=C/c3ccc(-c4cccc(C(=O)O)c4C)o3)C2=O)c1	0	13	2	5	-34	-5	-361	-21	4
Cc1ccc(S(=O)(=O)CC(=O)Nc2nc3ccc(S(N)(=O)=O)cc3s2)cc1	-4	5	-1	-7	-12	-1	-12	-12	-6
O=C(Cn1cc(C(F)(F)F)ccc1=O)NC(c1ccccc1)c1ccccc1	-9	-14	3	-13	-1	-1	6	-8	-2
C=CCNC(=O)c1ccccc1NC(=O)c1ccccc1C	-2	-4	-2	-1	1	2	-3	3	5

Entries of single compounds from above. Order of values: SENP7 block | SENP6 block | beta cell repl | SENP8 block-1 | SENP1 inh | HKDC1 inh | SENP8 block-2 | PfG6PD inh | UBC13 inh
CC(=O)N1N=C(c2ccc(Cl)cc2)OC1c1ccc(C(C)C)cc1 (stereo not drawn) is listed with 13 | -7 | -5 | 0 | 1 | -1 | -15 | -7 | -1
Cc1cccc(NC(=O)CN2C(=O)N/C(=C/c3ccc(-c4cccc(C(=O)O)c4C)o3)C2=O)c1 is listed with 0 | 13 | 2 | 5 | -34 | -5 | -361 | -21 | 4

The listing continues.
SMILES	SENP7 block	SENP6 block	beta cell repl	SENP8 block-1	SENP1 inh	HKDC1 inh	SENP8 block-2	PfG6PD inh	UBC13 inh
N#CC(=C(O)COC(=O)CCC1CCCCC1)c1nc2ccccc2[nH]1	.	.	.	.	-39	-3	-63	-11	.
Cc1cccc(CSc2nnc(NC(=O)c3ccco3)s2)c1	-4	-16	-3	-14	-1	15	-114	-57	-10
O=c1cc(-c2cc3ccccc3o2)c2cc(O)ccc2o1	-5	10	-1	-6	1	4	11	12	-5
Cc1csc(NC(=O)CCCSc2nc3ccccc3s2)n1	7	-7	-3	2	-1	14	2	4	3
Cc1ccc2nnn(Cc3cccc(C(C)(C)C)c3O)c2c1	-1	0	-8	2	0	1	9	5	-8
CCn1c(C(=O)N2CCc3ccccc3C2)cc2sccc21	-3	0	2	-2	-20	-3	-12	30	4
Cc1ccc(NC(=O)c2cccs2)cc1NC(=O)c1cccnc1	11	10	1	-5	1	1	2	1	0
Cc1cc(CN2CCN(CCC#N)CC2)c(O)c(C2(C)CCCCC2)c1	-8	-13	-3	-9	1	0	30	26	2
Cc1nc(NC(=O)CSc2nc3cccnc3n2C2CCCCC2)sc1C	-4	-8	-1	-5	-2	2	19	8	1
O=C1CCC(C(=O)Nc2ccc(OC(F)F)cc2)N1 (stereo not drawn)	5	11	-4	2	2	-4	21	-4	-1
COc1cc(OC)cc(C(=O)Nc2ccc(N3CCOCC3)cc2N2CCOCC2)c1	-8	-18	5	-19	2	4	4	4	-8
CCN(C(=O)c1coc(=O)c(Br)c1)c1ccc2c(c1)OCO2	4	31	-4	10	-31	17	-295	50	-16
COCCCNC(=O)c1ccc(CN2CCc3ccccc3C2)cc1	-4	-20	-1	-3	-1	-6	11	13	4
O=C1CCC(C(=O)OC(C(=O)c2c[nH]c3ccccc23)c2ccccc2)=NN1 (stereo not drawn)	15	3	-1	0	-2	-10	17	6	2
CC(=O)NC1CC2CCCC(C1)N2C(=O)Nc1ccc(Cl)c(C(F)(F)F)c1 (stereo not drawn)	1	7	-3	3	1	0	12	-2	11
CCNC(=S)N(Cc1c(C)noc1C)c1ccccc1	-7	-8	0	-9	3	-6	-3	-14	-19
Cc1nc(Nc2ccc3c(c2)OCO3)c2oc3ccccc3c2n1	0	14	-3	6	-7	1	-84	26	9
Cc1ccc(N2C(=O)NC(C(F)(F)F)(C(F)(F)F)C3=C2CC(C)(C)CC3=O)cc1	-6	5	0	1	2	-3	-8	-3	8
